Pemphigus Ab inh: inhibitors of pemphigus antibody binding to DSG3, primary screen, biochemical, bead-based, flow cytometry, scFv-GFP; Desmoglein-3 (Homo sapiens), P32926; DSG3-coupled beads, scFv-anti-DSG3-GFP binding; hits give low values; binding (percent of control), % at 10 µM; hit rate 0.48% among 310,000; AID 588358, 2011;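 active = binding more than 3 SD below its plate's average and above zero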;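 note: hits lower antibody fragment binding to DSG3; some compounds called inactive have numbers as strong as hits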
V-ATPase pH: regulators of yeast V-ATPase proton pumping, primary screen, pHLuorin cytosolic pH fluorescence | S. cerevisiae | response, % at 10 µM | hit rate 0.37% among 350,000 | AID 504577, 2011; in the data active = response mostly above about 7.3%, no sharp cut-off; inactive = mostly below about 5.4%; note: actives read high; inactives centre near 0; some compounds called inactive have numbers as strong as hits; reference of the scale not given here
Arrestin-AP2 inh: inhibitors of beta-arrestin/AP2 binding, primary screen, biochemical, GPCR trafficking, flow cytometry | AID 504490, 2011 | hit rate 0.31% among 340,000 | FITC-arrestin peptide / GST-AP2 beads; AP2 beta2 appendage carries R879A mutation | inhibition, % at 10 µM | beta-arrestin 1 C-terminal peptide binding to AP2 beta2-adaptin appendage (human);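 active = inhibition above a set limit, near 3 SD of compounds lacking own fluorescence, cut at about 54% in these data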;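 note: plate controls were DMSO wells for no effect and 5 µM unlabelled arrestin peptide for full effect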
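System: GST-AP2 R879A bound to glutathione beads, E. coli-expressed. Also added: 50 nM FITC-arrestin peptide. Schedule: compound with beads 12 min RT, then probe 1 h RT. Signal: bead flow cytometry, FITC channel. Read-out basis: percent response.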
DAGLB inhibitor: DAGLB lipase inhibitors, primary screen, biochemical, fluorescence, HTS; Diacylglycerol lipase-beta (Homo sapiens), Q8NCG7; HEK293T DAGLB membrane lysate, EnzChek fluorogenic substrate; inhibition, % at 5.17 µM; hit rate 0.059% among 340,000; in the data active = inhibition above about 34%;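 note: 0% = enzyme with vehicle and 100% = wells lacking enzyme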
PKA-R2B activ: activators of PKA-R2B holoenzyme, primary screen, biochemical, fluorescence polarization, Cy5-IP20, human | PKA-R2B holoenzyme dissociation; R2B truncated from residue 108, S112A mutant; 0% DMSO only, 100% 113 µM cGMP | activation, % at 11.4 µM | hit rate 0.079% among 340,000 | AID 504700, 2011;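 active = activation above a cutoff set at the mean over all compounds plus 3 SD, cut at about 18% in these data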;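 note: higher means more holoenzyme dissociation and a rise in polarization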
Target sequence (P31323 whole entry, looked up, other chains not shown, the tested form may be a part): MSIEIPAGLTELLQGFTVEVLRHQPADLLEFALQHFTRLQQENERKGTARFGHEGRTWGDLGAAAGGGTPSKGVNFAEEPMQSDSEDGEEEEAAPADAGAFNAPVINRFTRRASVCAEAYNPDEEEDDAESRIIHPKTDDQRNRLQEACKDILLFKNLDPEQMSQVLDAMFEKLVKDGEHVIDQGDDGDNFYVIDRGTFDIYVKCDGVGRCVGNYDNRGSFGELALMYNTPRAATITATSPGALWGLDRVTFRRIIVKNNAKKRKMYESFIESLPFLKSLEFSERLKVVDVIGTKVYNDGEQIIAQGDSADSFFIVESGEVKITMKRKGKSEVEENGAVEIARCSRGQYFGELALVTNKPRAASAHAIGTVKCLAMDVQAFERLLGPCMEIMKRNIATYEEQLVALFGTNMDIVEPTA
OPRM1-OPRD1 ag: agonists of OPRM1-OPRD1 heterodimerization, primary screen, cell-based, luminescence; Mu-type opioid receptor (Homo sapiens) + Delta-type opioid receptor (Homo sapiens), …; cells; activation, % at 9.3 µM; hit rate 0.3% among 340,000; AID 504326, 2011; in the data active = activation above about 18%;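 note: 0% = vehicle-treated cells and 100% = reference agonist; values of inactives mirror those of a sister screen read the other way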
HTR5A inv ag: HTR5A inverse agonists in luminescence cell assay, primary screen, counter-screen for OPRM1-OPRD1 heterodimer inverse agonist project, full-deck HTS. hit rate 0.083% among 340,000. AID 504634, 2011. 5-hydroxytryptamine receptor 5A (Homo sapiens), P47898. inhibition, % at 9.3 µM. HTR5A cell line, inverse agonism; in the data active = inhibition mostly above about 23%, no sharp cut-off; inactive = mostly below about 18%;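 note: 0% = cells with DMSO and 100% = no-cell wells with DMSO; some compounds called inactive have numbers as strong as hits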
Target sequence (P47898 whole entry, looked up): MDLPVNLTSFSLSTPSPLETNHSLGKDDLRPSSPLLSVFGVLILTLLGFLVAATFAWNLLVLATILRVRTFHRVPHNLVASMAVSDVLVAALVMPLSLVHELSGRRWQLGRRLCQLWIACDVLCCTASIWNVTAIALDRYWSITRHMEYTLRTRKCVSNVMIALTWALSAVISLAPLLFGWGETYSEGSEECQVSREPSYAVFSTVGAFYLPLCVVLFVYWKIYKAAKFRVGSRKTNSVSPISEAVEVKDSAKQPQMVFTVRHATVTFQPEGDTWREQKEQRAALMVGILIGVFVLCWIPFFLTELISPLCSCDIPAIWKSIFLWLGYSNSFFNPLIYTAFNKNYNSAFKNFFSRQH
HTR5A ag: HTR5A agonists in luminescence cell assay, primary screen, counter-screen for OPRM1-OPRD1 heterodimer agonist project, full-deck HTS | 5-hydroxytryptamine receptor 5A (Homo sapiens), P47898 | cell-based | activation, % at 9.3 µM | hit rate 0.61% among 340,000 | AID 504692, 2011; in the data active = activation mostly above about 9.5%, no sharp cut-off; inactive = mostly below about 7.6%;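 note: 0% = cells with vehicle only and 100% = reference agonist; strong numbers were not always called active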
PKA-R1A activ: activators of PKA-R1A holoenzyme, primary screen, biochemical, fluorescence polarization, Cy5-IP20, bovine R1A, mouse PKAc; cAMP-dependent protein kinase type I-alpha regulatory subunit (Bos taurus) + …; PKA-R1A dissociation; scaled: DMSO 0%, 113 µM cGMP 100%; activation, % at 11.4 µM; hit rate 0.083% among 340,000; AID 504707, 2011;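 active = percent activation above the mean of all tested compounds plus 3 SD, cut at about 19% in these data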;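 note: higher means more PKAc released from R1A so a rise in polarization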
OPRM1-OPRD1 inv: inverse agonists of MOR-DOR heterodimerization, primary screen, cell-based, luminescence. hit rate 0.21% among 340,000. AID 504357, 2011. Mu-type opioid receptor (Homo sapiens) + Delta-type opioid receptor (Homo sapiens), …. inhibition, % at 9.3 µM. cell-based MOR-DOR heterodimer luminescence, inverse agonism; in the data active = inhibition above about 22%, passing the limit was not always enough;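 note: 0% = cells with DMSO and 100% = wells without cells with DMSO; values of inactives mirror those of a sister screen read the other way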
Numbers without * were called inactive; / = not tested or not shown.

SMILES	Pemphigus Ab inh	V-ATPase pH	Arrestin-AP2 inh	DAGLB inhibitor	PKA-R2B activ	OPRM1-OPRD1 ag	HTR5A inv ag	HTR5A ag	PKA-R1A activ	OPRM1-OPRD1 inv
COc1ccc(Cc2nnc(NC(=O)c3c(-c4ccccc4)noc3C)s2)cc1OC	105	1	18	3	-3	-0.8	3	-1	8	4
COc1ccc(C(=O)OCC(N)=O)cc1[N+](=O)[O-]	100	0	1	2	-22	-3.2	24	1	-8	17
Cc1cccc2nc(-c3ccccc3)nc(N3CCC(O)(c4ccc(Cl)cc4)CC3)c12	98	-5	11	-7	1	1.0	-24	10	-9	-6
COc1ccc(C2C(C(C)=O)=C(O)C(=O)N2c2ccc(Br)cn2)cc1 (stereo not drawn)	107	0	6	10	5	-3.2	-3	-2	-1	13
CCCCc1ccc(NC(=O)Nc2c(C)n(C)n(-c3ccccc3)c2=O)cc1	103	0	-3	1	-10	-2.6	15	-6	4	11
Cc1nn(CC(=O)Nc2ccc3c(c2)nc2n3CCN(C3CCCCC3)C2)c(=O)c2ccccc12	/	-1	-10	2	1	/	/	/	-9	/
CCS(=O)(=O)c1ccc(C(=O)Nc2cccc(Cl)c2)c(Cl)c1Cl	/	/	5	-1	-1	-0.7	8	-4	1	3
COc1cc2c(cc1OC)C(c1cccs1)NCC2 (stereo not drawn)	104	0	-3	0	0	-3.0	23	-10	11	12
COc1ccccc1COCC(O)CNCC1(N2CCCCC2)CCCCC1 (stereo not drawn)	99	0	-2	0	4	-2.3	5	-2	-1	12
Cc1cc(C)nc(N/N=C/C=C/c2ccccc2)n1	104	0	-4	1	-12	-0.2	-15	4	-1	1
O=C(O)C1=C[C@H](c2cccs2)C[C@H](OCCCCO)O1	100	-1	4	-1	-19	2.5	26	-10	-3	-14
NS(=O)(=O)c1ccc(NC(=O)CN2CCc3ccccc3C2)cc1	113	-3	6	1	1	-2.1	2	-1	1	12
O=C(COc1ccc(Br)cc1)Nc1ccc2oc(=O)ccc2c1	113	2	-17	-4	-2	7.3	-7	-2	9	-24
CSCCC(NC(N)=O)C(=O)Nc1cccc(C#N)c1 (stereo not drawn)	103	-2	-7	-6	-2	-3.2	-8	3	-4	16
c1ccc2c(c1)SCc1nnc(-c3ccncc3)n1-2	110	0	-13	-1	-10	-2.9	-4	1	-7	15
COc1ccc(NC(=S)N(CCc2c(C)[nH]c3ccc(C)cc23)Cc2cccs2)cc1	100	3	-4	-3	-7	-1.1	0	0	-10	6
COC(=O)C1=CN(Cc2ccc(OC)cc2)C=C(C(=O)OC)C1c1cc(OC)c(OC)c(OC)c1	99	1	19	-1	15	-2.1	1	0	0	9
Cc1ccnc(NC(=O)CCC(=O)N(CC(=O)NCc2ccc(F)cc2)CC2CCCO2)c1 (stereo not drawn)	99	-5	4	-3	-1	-1.6	-8	3	6	8
CC1CCN(C(=O)c2[nH]cnc2C(=O)Nc2cccc(Cl)c2)CC1	106	-2	2	0	-10	1.4	19	-7	-2	-8
Cn1cc(CN2CCC(Oc3ccc(C(=O)N4CCCCC4)cc3)CC2)cn1	104	1	-8	0	10	-1.5	22	0	-10	10
C=CC(=O)OCCOCCOCCOCCOC(=O)C=C	101	-1	13	-2	-6	-2.1	-13	3	-9	11
CCNC(=O)CC1SC(=Nc2ccc(C)cc2)NC1=O (stereo not drawn)	/	-4	8	0	10	-0.3	8	3	5	1
CN(C)c1ccc(/C=c2\sc3n(c2=O)CCCN=3)cc1	118	0	1	-4	5	-1.4	11	-4	2	7
Cc1cc(=O)oc2cc(OCC(=O)N(C)C3CCS(=O)(=O)C3)c(Cl)cc12 (stereo not drawn)	/	-3	40	-1	6	-1.1	6	-2	9	6
Cc1ccc(/C=C2\CCn3c2nc2cc(C(=O)O)ccc2c3=O)c(C)c1	109	5	16	-2	-4	-0.4	-40	14*	-3	2
CC(C)C(NS(=O)(=O)c1cccc2nsnc12)C(=O)Nc1nccs1 (stereo not drawn)	96	-3	7	-1	0	-0.5	-8	-4	-2	3
COc1cc(NC(=O)CSc2nnc3ccc(-c4ccncc4)nn23)cc(OC)c1	96	-2	10	-1	5	-0.7	8	-1	-3	4
CC(C)(C)OC(=O)C[C@@H]1C/C=C\C[C@H](CC(=O)N[C@H](CO)Cc2ccccc2)C(=O)N2CCC[C@H]2COC1=O	103	2	-3	0	-5	-1.4	-24	0	3	8
Nc1cc(N)nc(SCc2cccc(F)c2)n1	102	2	-14	-6	3	-2.2	13	-3	2	10
Cc1ccc(S(=O)(=O)NN=C2CCC(C(C)(C)C)CC2)cc1[N+](=O)[O-] (stereo not drawn)	102	-4	17	2	-1	-1.1	-36	10	2	6
CCOC(=O)CCc1c(C)nc2cc(-c3ccccc3OC)[nH]n2c1=O	103	-2	5	-2	5	1.9	-3	1	-1	-11
Cc1cc(C)c2c(CN3CC(C)OC(C)C3)cc(=O)oc2c1C (stereo not drawn)	100	-1	11	-5	-4	0.0	-10	3	5	0
COc1ccc(CN(C)C(=O)C2CC(=O)N(c3ccc4c(c3)OCCO4)C2)c(OC)c1 (stereo not drawn)	/	1	26	-5	-7	-1.1	-1	0	-2	4
COCCNC(=O)/C(C#N)=C/c1cc(C)n(C2CCCCC2)c1C	98	-2	-7	-1	-4	-0.1	-2	1	1	0
O=C(NCc1ccc(F)cc1)C1CCCN(S(=O)(=O)c2ccc(-n3cnnn3)cc2)C1 (stereo not drawn)	112	-2	5	2	3	-0.4	-11	-3	1	3
COc1ccc2c(c1)C=C(C(=O)OCc1cccnc1)CO2	108	-2	-18	-2	-6	-2.1	2	-4	-8	11
COCCN=C1Sc2nc3cc4c(cc3cc2CN1CC1CCCO1)OCO4 (stereo not drawn)	100	-2	-1	-1	-5	-3.2	10	-4	-9	15
COc1ccc(CCNC(=O)/C=C/c2ccc(OC)c(S(=O)(=O)N3CCOCC3)c2)cc1	88	-3	33	0	4	-3.8	-12	1	-7	19
CCN1CCCC1CNC(=O)C(=O)NC (stereo not drawn)	114	2	-10	-1	-4	-0.8	2	-1	-5	4
CSc1ccccc1NC(=O)CN(C)C(=O)/C=C/c1ccccc1	105	4	25	-3	-2	-1.3	21	3	-4	5
Cc1nn(-c2ccccc2)c(C)c1/C=N/n1cnnc1	99	3	6	2	-8	-3.0	8	-3	-10	16
COc1cccc(N/C(N)=N/c2nc(C)cc(=O)[nH]2)c1	103	5	0	-3	1	-2.0	-2	1	4	9
O=C(Nc1ccc(S(=O)(=O)N2CCOCC2)cc1)c1cccnc1	/	2	3	-2	5	-3.2	8	-3	-7	16
COc1ccc(NC(=O)COC(=O)CCC(=O)c2cccs2)cc1OC	105	0	-9	-1	-9	-1.4	-5	1	1	7
COc1ccc(CCNC(=O)C2CCCN(S(C)(=O)=O)C2)cc1 (stereo not drawn)	112	-4	-29	2	-7	-2.7	3	-1	7	13
COc1ccc(-c2cc(C(F)F)n3ncc(C(=O)N4CCc5ccccc54)c3n2)cc1	96	-2	/	1	-9	-0.3	18	2	-6	2
COc1ccc(C(=O)COC(=O)CNC(=O)c2ccc(C)s2)c(OC)c1	/	3	-4	-2	1	-0.8	-6	2	-2	3
S=C(NC1CCCC1)NC1CCCC1	85	5	-4	2	-7	-1.1	-20	-1	4	7

Record cards, from the list above. Screens in order: Pemphigus Ab inh | V-ATPase pH | Arrestin-AP2 inh | DAGLB inhibitor | PKA-R2B activ | OPRM1-OPRD1 ag | HTR5A inv ag | HTR5A ag | PKA-R1A activ | OPRM1-OPRD1 inv
Profile of `COc1ccc2c(c1)C=C(C(=O)OCc1cccnc1)CO2` : 108 | -2 | -18 | -2 | -6 | -2.1 | 2 | -4 | -8 | 11
Profile of `Cc1cccc2nc(-c3ccccc3)nc(N3CCC(O)(c4ccc(Cl)cc4)CC3)c12` : 98 | -5 | 11 | -7 | 1 | 1.0 | -24 | 10 | -9 | -6

The list continues.
SMILES	Pemphigus Ab inh	V-ATPase pH	Arrestin-AP2 inh	DAGLB inhibitor	PKA-R2B activ	OPRM1-OPRD1 ag	HTR5A inv ag	HTR5A ag	PKA-R1A activ	OPRM1-OPRD1 inv
Cc1ccc(C(=O)OCC(=O)Nc2ccccc2Sc2ccccc2)cc1C	132	2	-5	-25	5	-0.4	-11	-2	9	2
COC(=O)CC1=C(c2ccc([N+](=O)[O-])cc2)CCC1=O	85	6	5	-4	1	0.7	4	-1	-6	-4
COc1ccc(CCNS(=O)(=O)c2cn(C)c(=O)n(C)c2=O)cc1	95	-3	-6	1	10	-1.5	-5	2	4	9
O=C(CNC(=O)c1ccccc1C(F)(F)F)N/N=C/c1cccs1	111	0	27	-2	3	-3.0	15	-4	-9	16
CCCCCCn1c(SCC(C)C)nc2c1c(=O)[nH]c(=O)n2C	90	8	6	0	-6	0.4	10	-6	9	-2
O=C(NCC(=O)N1CCC(Cc2ccccc2)CC1)c1ccccc1F	101	0	/	-5	-1	/	/	/	6	/
Cc1cc(-c2ccccc2)n2nc(N)nc2n1	103	1	-3	-2	-4	0.2	8	-3	-6	-1
CC1CC(c2ccccc2)NS(=O)(=O)O1 (stereo not drawn)	98	-1	31	-4	-7	-2.1	-19	4	4	11
NC(=O)CCn1nc(-c2ccc(Cl)cc2)c2ccccc2c1=O	97	-1	0	-2	-10	-0.1	-6	5	-7	0
CC1=C(C(=O)Nc2ccccc2C)C(c2cccs2)NC(=S)N1 (stereo not drawn)	101	4	1	-1	-13	-2.9	12	-3	-1	15
O=C(COC(=O)c1cccc([N+](=O)[O-])c1)Nc1ccc(Cl)cn1	105	-3	-15	1	-7	0.5	-16	6	-3	-4
CC(=O)Nc1ccc(S(=O)(=O)/N=C2/NC(=O)/C(=C\c3ccco3)S2)cc1	111	1	41	2	5	-1.2	-10	8	-4	6
CC1(C)C2CC=C(/C=N/NC(=O)c3ccc(Cl)cc3)C1C2 (stereo not drawn)	85	0	-5	-13	-8	0.0	6	-2	-17	0
C=CCn1cc(/C=C/c2cc[n+](C)cc2)c2ccccc21	246	1	-12	-35	-7	0.6	3	-1	-6	-3
O=C(NC1CCCc2c1cnn2-c1ccc(F)cc1F)c1ccccc1N1CCOCC1 (stereo not drawn)	112	-1	-2	-2	3	-5.0	14	-6	-7	26
O=C(COC(=O)c1ccc(S(=O)(=O)N2CCOCC2)cc1)NCc1cccs1	109	-1	-6	0	-3	-2.1	12	-4	-2	12

Bioassay records: PubChem BioAssay, several laboratories
